Compound activity (PubChem BioAssay)
Arrestin-AP2 inh – inhibitors of beta-arrestin/AP2 binding, primary screen, biochemical, GPCR trafficking, flow cytometry. beta-arrestin 1 C-terminal peptide binding to AP2 beta2-adaptin appendage (human). FITC-arrestin peptide / GST-AP2 beads; AP2 beta2 appendage carries R879A mutation. inhibition, % at 10 µM. 340,000 compounds, 0.31% hits;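 active = inhibition above a set limit, near 3 SD of compounds lacking own fluorescence, cut at about 54% in these data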;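 also: plate controls were DMSO wells for no effect and 5 µM unlabelled arrestin peptide for full effect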
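System: GST-AP2 R879A glutathione beads | Also added: FITC-arrestin peptide, 50 nM | Times: 12 min plus 1 h, RT | Signal: Bead flow cytometry, FITC channel | Buffer or medium: PBS with 0.05% Tween 20 and 0.1% BSA | Read-out basis: Percent drop in bead-associated FITC signal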
NSD2 HMT inh – NSD2 histone methyltransferase inhibitors, primary screen, biochemical, AlphaScreen, single concentration, set 2; inhibition, % at 12.5 µM; 310,000 compounds, 0.54% hits; Histone-lysine N-methyltransferase NSD2 (Homo sapiens), O96028; NSD2 peptide methylation, 120 min; in the data active = inhibition above about 50%
LANA DNA inh – inhibitors of KSHV C-LANA binding to DNA, primary screen, biochemical, fluorescence polarization, FAM-LBS DNA, MBP-C-LANA, single point; inhibition, % at 9 µM; Kaposi's sarcoma herpesvirus LANA C-terminal domain (residues 932-1162) DNA binding; 340,000 compounds, 0.078% hits;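 active = highest replicate inhibition at or above 60% at 9 µM, even if other replicates fall short; inactive = all replicates below 60% inhibition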;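 also: 0% = neutral control wells and 100% = 4 µM acridine orange control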
DAGLB inhibitor – DAGLB lipase inhibitors, primary screen, biochemical, fluorescence, HTS; 340,000 compounds, 0.059% hits; HEK293T DAGLB membrane lysate, EnzChek fluorogenic substrate; Diacylglycerol lipase-beta (Homo sapiens), Q8NCG7; inhibition, % at 5.17 µM; in the data active = inhibition above about 34%;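 also: 0% = enzyme with vehicle and 100% = wells lacking enzyme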
Target sequence (Q8NCG7 whole entry, looked up): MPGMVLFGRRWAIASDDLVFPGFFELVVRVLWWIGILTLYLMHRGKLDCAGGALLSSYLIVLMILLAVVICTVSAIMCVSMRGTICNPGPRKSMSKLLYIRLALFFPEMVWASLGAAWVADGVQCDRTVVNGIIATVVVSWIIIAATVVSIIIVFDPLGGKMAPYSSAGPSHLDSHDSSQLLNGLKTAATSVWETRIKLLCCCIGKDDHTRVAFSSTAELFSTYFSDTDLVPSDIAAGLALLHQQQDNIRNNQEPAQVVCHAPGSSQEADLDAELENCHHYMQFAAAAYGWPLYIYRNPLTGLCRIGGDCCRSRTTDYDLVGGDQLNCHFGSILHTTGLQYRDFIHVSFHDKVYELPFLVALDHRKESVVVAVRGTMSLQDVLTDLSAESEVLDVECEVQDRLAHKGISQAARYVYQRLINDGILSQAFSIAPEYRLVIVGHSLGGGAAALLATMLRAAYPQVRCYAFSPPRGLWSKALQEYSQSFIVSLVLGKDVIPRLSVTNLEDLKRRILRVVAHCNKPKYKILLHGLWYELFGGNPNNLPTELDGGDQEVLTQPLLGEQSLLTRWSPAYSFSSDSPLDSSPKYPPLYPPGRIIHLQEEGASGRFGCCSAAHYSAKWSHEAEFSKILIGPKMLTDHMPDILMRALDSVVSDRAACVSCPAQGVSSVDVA
CAL PDZ FP-1 – CAL PDZ peptide-binding inhibitors, primary screen, biochemical, fluorescence polarization, Cer-tagged CAL PDZ, HTS; inhibition, % at 20 µM; AID 504414, 2011; purified CAL PDZ, TMR-peptide fluorescence polarization, 1 h; Golgi-associated PDZ and coiled-coil motif-containing protein (Homo sapiens), Q9HD26; 330,000 compounds, 0.02% hits;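 active = highest replicate inhibition of at least 40%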;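 also: plate controls were DMSO neutral control wells for no effect and unlabeled competitor peptide control wells for full effect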
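Material: tagged CAL PDZ protein CerCALP, purified; buffer or medium: sodium phosphate/NaCl buffer pH 7.4 with TCEP, IgG, Thesit; also added: fluorescent TMR peptide probe; schedule: 1 h incubation at room temperature before polarization reading; technique: fluorescence polarization from S- and P-plane intensities, G-factor corrected; control set: unlabelled peptide and DMSO controls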
CAL PDZ FP-2 – untagged CAL PDZ binding inhibitors, primary screen, biochemical, fluorescence polarization, HTS. Golgi-associated PDZ and coiled-coil motif-containing protein (Homo sapiens), Q9HD26. purified CAL PDZ, TMR-peptide fluorescence polarization, 1 h. inhibition, % at 24.9 µM. 300,000 compounds, 0.92% hits. AID 602252, 2012;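 active = mean inhibition of at least 30% with at least half of replicates also reaching 30%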;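 also: 0% = DMSO neutral control and 100% = excess unlabeled competitor peptide PRC23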
Cardiac RTF inh – cardiac RTF calcium sensitivity inhibitors, primary screen, biochemical, IANBD-TnC fluorescence, EC70 calcium. IANBD-labeled cardiac RTF, Ca2+ fluorescence. Troponin I, cardiac muscle (Homo sapiens) + Troponin T, cardiac muscle (Homo sapiens) + …. 340,000 compounds, 0.12% hits. AID 493244, 2011. inhibition, % at 7.15 µM;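 active = inhibition above the mean inhibition of all tested compounds plus 3 SD, cut at about 17% in these data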;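 also: assay run at fixed EC70 calcium of 1.6 mM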
DSG3 Ab inh – inhibitors of pemphigus antibody binding to DSG3, primary screen, biochemical, bead-based, flow cytometry, scFv-GFP; binding (percent of control), % at 10 µM; DSG3-coupled beads, scFv-anti-DSG3-GFP binding; stronger effect = lower value; Desmoglein-3 (Homo sapiens), P32926; AID 588358, 2011; 310,000 compounds, 0.48% hits;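 active = binding more than 3 SD below its plate's average and above zero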; also: some compounds called inactive have numbers as strong as hits
V-ATPase pHluor – regulators of yeast V-ATPase proton pumping, primary screen, pHLuorin cytosolic pH fluorescence; 350,000 compounds, 0.37% hits; S. cerevisiae; response, % at 10 µM; in the data active = response mostly above about 7.3%, no sharp cut-off; inactive = mostly below about 5.4%; also: actives read high; inactives centre near 0; some compounds called inactive have numbers as strong as hits
Keap1-Nrf2 PPI – Keap1-Nrf2 protein-protein interaction inhibitors, primary screen, biochemical, fluorescence polarization, single point | Keap1 Kelch-Nrf2 peptide fluorescence polarization, 1536-well | inhibition, % at 9.4 µM | 340,000 compounds, 0.15% hits; in the data active = inhibition above about 12%;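 also: human Keap1 Kelch domain with fluorescein labeled Nrf2 9mer peptide probe; 0% = neutral control wells and 100% = peptide positive control; higher means more block of Keap1 binding to Nrf2 peptide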
Numbers without * were called inactive; / = not tested or not shown. An excerpt; count on the stated rates, not on these rows.

Arrestin-AP2 inh,NSD2 HMT inh,LANA DNA inh,DAGLB inhibitor,CAL PDZ FP-1,molecule,CAL PDZ FP-2,Cardiac RTF inh,DSG3 Ab inh,V-ATPase pHluor,Keap1-Nrf2 PPI
-4,-1,0.4,1,-2.2,CCCCN(C(=O)Cc1ccc(S(=O)(=O)N2CCOCC2)s1)c1c(N)n(CCCC)c(=O)[nH]c1=O,-2,-2,102,1,-3
-4,-6,1.2,-3,-2.8,CSc1ccccc1OCc1cc(C(=O)N2C[C@H]3CC[C@H]2C3)no1,-18,-13,/,-4,-6
-11,-2,-0.4,-4,-1.9,O=C(CSc1nnc(NC(=O)c2cccc(Br)c2)s1)NCC1CCCO1 (configuration not stated),2,-15,107,3,-4
19,-6,1.2,-1,/,CCOc1ccc(C(Nc2ccc(C)cc2)P2(=O)OCC(C)(C)CO2)cc1 (configuration not stated),1,-5,97,-3,-7
5,1,0.2,-1,-0.3,CCCNC(=O)N[C@@H](CCSC)C(=O)OC,0,2,96,-2,-9
0,24,0.0,-2,-0.9,COc1ccc(S(=O)(=O)N2CCOCC2)cc1C(=O)N1CCCCC1,0,-4,/,0,-3
8,1,-0.1,1,0.6,Cc1cccc(-n2c(SCC(=O)Nc3nonc3C)nnc2-c2ccoc2C)c1,-3,-6,/,1,-3
17,25,1.0,12,-2.9,Cc1nn(CCc2nc(-c3ccco3)cs2)c2[nH]c(=O)cc(C(F)(F)F)c12,-2,4,99,0,-16
5,1,0.2,-3,-0.7,Cc1ccc(NC(=O)Cc2ccc(-n3cccc3)cc2)c(C)c1,-5,3,99,1,-7
-16,1,-1.3,-1,-0.5,C/C(CC(=O)Nc1ccc([N+](=O)[O-])cc1)=N/NC(=O)C1CC12CCC2 (configuration not stated),/,1,103,3,-3

Some of the entries above, set out differently:
Arrestin-AP2 inh	NSD2 HMT inh	LANA DNA inh	DAGLB inhibitor	CAL PDZ FP-1	CAL PDZ FP-2	Cardiac RTF inh	DSG3 Ab inh	V-ATPase pHluor	Keap1-Nrf2 PPI	mol
5	1	0.2	-3	-0.7	-5	3	99	1	-7	Cc1ccc(NC(=O)Cc2ccc(-n3cccc3)cc2)c(C)c1
-16	1	-1.3	-1	-0.5	/	1	103	3	-3	C/C(CC(=O)Nc1ccc([N+](=O)[O-])cc1)=N/NC(=O)C1CC12CCC2 (configuration not stated)

Next section:
Arrestin-AP2 inh,NSD2 HMT inh,LANA DNA inh,DAGLB inhibitor,CAL PDZ FP-1,molecule,CAL PDZ FP-2,Cardiac RTF inh,DSG3 Ab inh,V-ATPase pHluor,Keap1-Nrf2 PPI
31,-2,-0.2,-1,-0.3,O=C(CCNS(=O)(=O)c1ccccc1)OCc1nnc(-c2ccccc2)o1,/,4,100,2,-1
11,-3,-0.2,1,-0.4,O=S(=O)(Nc1cccc(-n2cnnn2)c1)c1ccc(Cl)nc1,-23,-1,105,1,2
-8,-3,0.8,-23,0.5,CCCc1ccc(-c2cc(C(=O)Nc3ccc([N+](=O)[O-])cn3)c3ccccc3n2)cc1,3,-8,104,-3,-3
-16,-2,1.8,0,0.0,Cc1nnc2n(-c3ccccc3)c(=O)c3ccccc3n12,/,-3,107,-1,-1
33,/,-7.8,0,0.9,CCOC(=O)c1ccc(NS(=O)(=O)c2c(N)[nH]c(=O)[nH]c2=O)cc1,2,1,99,0,2
-4,3,1.0,-2,-0.7,CC(=O)c1cc(F)c(N2CCCC2)cc1C,0,-3,/,-2,-3
-10,9,0.3,-1,-1.1,Cc1cc(C(=O)Nc2c(F)cc(F)cc2Br)no1,/,-4,99,0,-1
34,1,-0.1,-2,-1.3,CC(C)[C@H](N)c1nnc(SC/C=C/c2ccccc2)o1,5,-6,98,-1,1
16,1,0.8,-2,-1.2,CCC(=O)Nc1nc(N)n(-c2ccccc2)n1,-2,-6,100,-1,-1
5,-2,1.0,0,-2.1,Cc1ccc(S(=O)(=O)Cc2c(C)noc2C)cc1,-1,6,/,2,-2
1,-5,0.6,-1,-0.3,O=C(c1ccccc1)N1CCN(c2ncccn2)CC1,-4,-11,115,-2,-7
-5,-6,0.3,-1,-0.4,CSc1ncc(C(C)=O)c(C)n1,-5,-2,106,-4,4
-3,6,0.9,2,1.0,O=C(NCCCN1CCCC1)c1ccc2c(c1)N(Cc1ccccc1)CCS2,-4,-10,90,5,0
8,1,-0.6,2,0.0,Cc1cc(Br)ccc1SCC(=O)OC/C(O)=C(\C#N)c1nc2ccccc2[nH]1,0,-10,104,-2,-2
-1,5,-0.6,-2,-2.1,COc1ccc(OC)c(NC(=O)CNC(=O)Cn2c(C)cc3ccccc3c2=O)c1,0,-7,121,-1,-6
-12,-2,/,/,/,Fc1ccc(Oc2ccnc(Cl)n2)c(Cl)c1,/,/,102,0,/
20,-7,0.0,0,-3.1,CC(C)(C)C(=O)Nc1nnc(SCC(=O)NC2CCCC2)s1,1,-25,90,-2,3
36,-3,0.9,-3,-0.5,CCOC(=O)C1(CCc2ccccc2)CCN(C(=O)CCc2cnn(C)c2)CC1,0,-4,107,0,-1
-3,3,0.5,0,26,O=C(NCc1ccccc1)c1cc2ccc(O)cc2oc1=O,5,-5,98,-1,6
-7,1,-0.5,3,0.1,O=C(O)CCc1ncc(C(F)(F)F)cc1Cl,-4,-4,101,-3,-1
-4,-3,-0.1,1,-4.2,COc1ccc(NC(=O)COc2ccc(/C=N/NC(=O)c3cccnc3)cc2OC)cc1,-2,2,100,-1,-3
6,-1,1.8,3,0.5,CCOC(=O)C(Cc1c(F)cccc1F)(NC(C)=O)C(=O)OCC,/,-5,110,5,-6
12,0,-0.4,1,-2.6,O=C(c1ccc(Cn2cnnn2)cc1)N1CCCC(Nc2ccc(F)cc2)C1 (configuration not stated),-4,1,/,-1,-5
-6,5,-0.2,3,-0.9,Cc1ccc(C(=O)NCC(=O)OC(C)C(=O)Nc2ccc(N(C)C)cc2)s1 (configuration not stated),/,-2,102,4,-3
-6,1,0.3,-1,0.7,CN(C(=O)c1ccc2nccnc2c1)C1CCCCC1,0,-7,116,3,-1
-15,-4,-0.1,-10,-1.0,Cc1ccc(S(=O)(=O)N2CCc3ccccc3CC2)cc1,2,9,121,1,0
9,4,-0.1,1,-0.3,COc1ccc(CCC(=O)Nc2ccc3c(c2)OCCO3)cc1,1,-5,/,2,-3
14,4,-0.5,3,-1.5,O=C(NCc1ccccc1CN1CCCC1)c1cccc(S(=O)(=O)Nc2ccc(F)cc2)c1,/,6,101,0,1
27,0,0.5,0,-4.9,CC1CC1C(=O)OCC(=O)Nc1ccc(Cl)cn1 (configuration not stated),0,-15,/,4,3
9,/,-3.7,3,-3.4,COc1ccc(Nc2nc(NCCO)nc(N3CCCC3)n2)cc1,-3,1,95,6,0
7,-2,2.0,-1,-1.9,O=C(Nc1ccc(N2CCOCC2)cc1)c1nc2ccccc2s1,-2,-3,93,-1,-5
-1,1,0.2,-4,-1.2,COC(=O)c1ccc2c(c1)NC(=O)C(N1CCCCC1)S2 (configuration not stated),2,-10,101,-3,-4
-1,/,0.4,-2,-1.9,COc1cc(OC)cc(C(=O)NC2CCN(CC(=O)Nc3cccc4ccccc34)CC2)c1,-3,1,100,-2,-3
20,/,-1.0,-3,-1.0,O=C1NC[C@H](c2ccccc2)OC(=O)[C@H](Cc2ccc(F)cc2)C/C=C\C[C@@H]1CC(=O)N(CCO)Cc1ccccc1,0,3,105,1,3
10,0,/,-1,-1.4,COc1ccc(N(CC(=O)NCCSCc2cccc(Cl)c2)S(C)(=O)=O)cc1,-2,1,104,3,-2
0,-1,-1.3,-3,0.4,COc1cccc(N2CCN(C(=O)Cn3c(=O)oc4ccccc43)CC2)c1,/,-6,97,0,-2
-6,37,0.7,0,-1.4,CC(=O)c1cccc2c(O)c(C3=Nc4ccccc4C3=O)[nH]c12,1,-17,110,7,-6
15,-2,0.0,-7,-1.4,COc1cc(CO)c(Br)cc1OCC(=O)Nc1ccccc1C,1,0,86,0,-2
8,/,1.0,-2,-7.5,Cc1ccc(-c2nnc3n2N=C(c2ccccc2Br)CS3)cc1,0,-5,99,-1,1
3,-1,-0.6,-1,-0.3,Cc1cccc(C(C)C)c1NC(=O)c1cccnc1,-7,3,89,-1,-2
-9,/,0.0,-12,-0.1,O=S(=O)(NCCc1csc(-c2ccc(C(F)(F)F)cc2)n1)c1ccc2c(c1)OCCO2,-4,-3,101,-3,-6
3,0,0.7,2,-1.1,CC(C)(C)c1ccc(C(=O)Nc2nnc(Cc3c[nH]c4ccccc34)s2)cc1,/,-8,100,-6,1
-42,2,-0.6,3,-1.8,COc1cc(C(=O)N/N=C/c2ccc(OC)c(CN3CCN(c4ccc(F)cc4)CC3)c2)ccc1O,-4,-1,104,2,0
